From PubChem
PGK inhibitor: qHTS Assay to Find Inhibitors of Phosphoglycerate Kinase | Phosphoglycerate kinase, glycosomal (Trypanosoma brucei brucei), P07378 | PGK/GAPDH coupled, Kinase-Glo luminescence, 60 min | hit rate 0.043% among 380,000 | Potency, µM (doses to about 57.5 µM), inactives show top-dose activity change, negative = inhibition, usual class: inhibitors | AID 602233, 2012; further: potency means the concentration at half of the fitted maximal effect; on the % scale 0 is the no-effect control and ±100 the full control effect; nearly all actives have a fitted effect of over 60% in size
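Luminescent ATP detection (Kinase-Glo Plus) follows a 60-minute room-temperature incubation, with wells lacking PGK as controls. Buffer: 100 mM TEA (pH 7.6), 5 mM MgCl2, 0.01% Tween-20. Coupling enzyme GAPDH (100 nM final) supplies unstable 1,3-BPG in-well.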
PI4K2A inh: qHTS for small molecular inhibitors of PI4K2A. activity change, negative = inhibition, % at 76.9 µM. purified PI4K2A, ADP-Glo luminescence, 1 h; stronger effect = lower value. AID 1346378, 2018. hit rate 0.13% among 420,000. Phosphatidylinositol 4-kinase type 2-alpha (Homo sapiens), Q9BTU6; in the data active means activity change below about -50%; inconclusive means mostly about -30% to -49%;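 further: -100% = wells without enzyme as full effect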
Target sequence (Q9BTU6 whole entry, looked up): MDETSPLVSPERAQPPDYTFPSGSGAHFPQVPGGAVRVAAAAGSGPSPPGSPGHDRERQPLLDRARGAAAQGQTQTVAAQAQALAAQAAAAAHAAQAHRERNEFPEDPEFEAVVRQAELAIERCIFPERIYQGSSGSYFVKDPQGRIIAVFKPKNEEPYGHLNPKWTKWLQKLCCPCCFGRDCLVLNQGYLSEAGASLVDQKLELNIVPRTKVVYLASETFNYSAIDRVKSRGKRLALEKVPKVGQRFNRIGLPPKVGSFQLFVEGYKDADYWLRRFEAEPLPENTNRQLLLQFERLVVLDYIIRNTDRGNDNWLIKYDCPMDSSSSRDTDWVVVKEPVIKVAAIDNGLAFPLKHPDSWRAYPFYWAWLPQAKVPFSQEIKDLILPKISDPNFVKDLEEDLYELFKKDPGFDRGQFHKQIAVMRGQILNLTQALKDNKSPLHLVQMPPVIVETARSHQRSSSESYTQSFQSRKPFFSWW
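PI4K2A activity was measured by ADP-Glo luminescence: enzyme (4 ug/mL stock) and phosphatidylinositol (1.2 mM stock) in Tris pH 7.5/MgCl2/EGTA/Triton X-100 buffer were reacted with ATP (300 microM stock) for one hour at ambient temperature.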
rTrxR1 inhibitor: qHTS Assay for Inhibitors of Mammalian Selenoprotein Thioredoxin Reductase 1 (TrxR1): qHTS; Thioredoxin reductase 1, cytoplasmic (Rattus norvegicus), O89049; recombinant rTrxR1, NADPH fluorescence consumption, selenite substrate; Potency, µM (highest dose often 114 µM), inactives show top-dose activity change, negative = inhibition, usual class: inhibitors; hit rate 1% among 390,000; AID 588453, 2011; further: potency means the concentration at half of the fitted maximal effect; on the % scale 0 is the no-effect control and ±100 the full control effect; nearly all actives have a fitted effect of over 65% in size
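Rat TrxR1 (90 nM in the dispensed reagent) was pre-reduced with 400 uM NADPH for 5 min at room temperature, then incubated with compound for 15 min. After 400 uM selenite was added, NADPH fluorescence (Ex 340/Em 450 nm) was followed for 8 min.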
Pin1 inh: qHTS Assay to Find Inhibitors of Pin1; Peptidyl-prolyl cis-trans isomerase NIMA-interacting 1 (Homo sapiens), Q13526; Pin1 FP peptide displacement, HiFluor488, 10 min; Potency, µM (doses to about 115 µM), without a hit: at the top dose activity, negative = inhibition, hits mostly inhibitors; hit rate 0.009% among 390,000; AID 504891, 2011; active means well fitted inhibition curve with a large enough effect in the polarisation, with a control signal flat, not every such curve was filed as active; inconclusive means small, poorly fitted or top-dose-only effect, or effect the other way, or a change in a side signal; inactive means no such curve, though single readings can be large or run the other way; the % refers to the polarisation; further: potency means the concentration at half of the fitted maximal effect; on the % scale 0 is the no-effect control and ±100 the full control effect
Target sequence (Q13526 whole entry, looked up): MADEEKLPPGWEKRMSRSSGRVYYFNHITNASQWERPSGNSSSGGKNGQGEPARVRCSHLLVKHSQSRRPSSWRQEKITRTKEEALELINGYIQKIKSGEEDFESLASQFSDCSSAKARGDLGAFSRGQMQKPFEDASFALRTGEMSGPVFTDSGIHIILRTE
IDH1 R132H inh: qHTS for Inhibitors of mutant isocitrate dehydrogenase 1 (IDH1): qHTS; Isocitrate dehydrogenase [NADP] cytoplasmic (Homo sapiens), O75874; Potency, µM (highest dose often 76.6 µM), inactives show at the top dose activity change, negative = inhibition, most hits filed as inhibitors; IDH1-R132H enzyme, NADPH consumption, diaphorase/resazurin fluorescence; hit rate 0.093% among 390,000; further: potency means the concentration at half of the fitted maximal effect; on the % scale 0 is the no-effect control and ±100 the full control effect; nearly all actives have a fitted effect of over 65% in size
Target sequence (O75874 whole entry R132H, stated change not applied): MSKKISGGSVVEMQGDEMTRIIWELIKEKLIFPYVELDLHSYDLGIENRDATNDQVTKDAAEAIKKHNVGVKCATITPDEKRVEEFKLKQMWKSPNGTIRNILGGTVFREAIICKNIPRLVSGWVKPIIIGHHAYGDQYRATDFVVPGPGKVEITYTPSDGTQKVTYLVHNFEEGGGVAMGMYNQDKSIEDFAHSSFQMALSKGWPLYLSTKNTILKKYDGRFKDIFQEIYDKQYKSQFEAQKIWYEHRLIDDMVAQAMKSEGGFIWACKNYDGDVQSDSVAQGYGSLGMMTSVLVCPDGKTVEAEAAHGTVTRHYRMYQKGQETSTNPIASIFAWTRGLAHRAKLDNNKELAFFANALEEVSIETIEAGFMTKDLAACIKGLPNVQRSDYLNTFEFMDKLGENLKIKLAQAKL
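IDH1-R132H (0.5 ug/mL dispensed) in pH 7.5 Tris buffer was preincubated 30 min with compound, then given a substrate mix of 0.016 mM NADPH and 2 mM alpha-KG for 80 min at room temperature; remaining NADPH was read by diaphorase/resazurin fluorescence.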
USP1-UAF1 inh: Inhibitors of USP1/UAF1: Primary Screen; Ubiquitin carboxyl-terminal hydrolase 1 (Homo sapiens), O94782; recombinant USP1/UAF1, Ub-Rhodamine cleavage fluorescence; Potency, µM (series often up to 57.1 µM), for inactives: at the top dose activity change, negative = inhibition, most hits filed as inhibitors; hit rate 0.23% among 390,000; further: potency means the concentration at half of the fitted maximal effect; on the % scale 0 is the no-effect control and ±100 the full control effect; nearly all actives have a fitted effect of over 60% in size; inactives centre near -12
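USP1/UAF1 complex (1 nM) preincubated 15 min at room temperature with compound, then Ub-Rho substrate (150 nM final) added. Kinetic fluorescence at 480/540 nm over 6 reads at 60 s intervals; 50 mM HEPES pH 7.8, 0.5 mM EDTA, 0.1 mg/ml BSA, 1 mM TCEP, 0.01% Tween-20.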
TrxR1 substrate: qHTS Assay for Substrates of Mammalian Selenoprotein Thioredoxin Reductase 1 (TrxR1): qHTS | Potency, µM (doses to about 114 µM), for the others: at the highest dose activity change, negative = substrate turnover | hit rate 0.01% among 390,000 | Thioredoxin reductase 1, cytoplasmic (Rattus norvegicus), O89049 | purified TrxR1 substrate turnover, NADPH consumption readout; further: potency means the concentration at half of the fitted maximal effect; on the % scale 0 is the no-effect control and ±100 the full control effect; nearly all actives have a fitted effect of over 50% in size
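Rat TrxR1, dispensed at 90 nM, was prereduced with 400 uM NADPH (final) for 5 min at ~22 deg C, then incubated with compound 15 min before 400 uM selenite. A first-read NADPH fluorescence drop versus no-compound background flagged substrates.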
HP1b chromo inh: HTS for Inhibitors of HP1-beta Chromodomain Interactions with Methylated Histone Tails; AID 540317, 2011; AlphaScreen HP1-beta / biotin-H3K9me3 peptide binding; Potency, µM (series often up to 114 µM), inactives show at the highest dose activity change, negative = inhibition, hits mostly inhibitors; Chromobox protein homolog 1 (Homo sapiens), P83916; hit rate 0.56% among 390,000; further: potency means the concentration at half of the fitted maximal effect; nearly all actives have a fitted effect of over 70% in size; inactives centre near 23
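AlphaScreen: HP1-beta (50 nM) preformed 30 min with biotin-H3(1-18)K9me3 peptide (50 nM) in PBS pH 7.4, 0.01% Tween-20. Compound added for 30 min at RT, then streptavidin donor/nickel chelate acceptor beads (10 ug/mL) for 30 min.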
GLS inh: qHTS for Inhibitors of Glutaminase (GLS) | hit rate 0.21% among 410,000 | GLS enzymatic activity, qHTS titration | Glutaminase kidney isoform, mitochondrial (Homo sapiens), O94925 | Potency, µM (series often up to 45.5 µM), for inactives: top-dose activity change, negative = inhibition, most hits filed as inhibitors; further: potency means the concentration at half of the fitted maximal effect; on the % scale 0 is the no-effect control and ±100 the full control effect
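Glutamate formation by hKGA was monitored fluorometrically using coupled glutamate oxidase, HRP and Amplex Red. Substrate was added as 1 mM L-glutamine solution; incubation was 30 min at RT after an initial read.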
Starred values were filed as active, the others as inactive; i = inactive; ? = inconclusive; . = not tested or not shown; & = joins results of further samples; [ ] = another dose, or the depositor's remark. Unless noted, the call rests on the fitted dose curve; in most records, active means well fitted curve in the direction sought with a large enough effect; inconclusive means small, poorly fitted or top-dose-only effect, or another doubt; inactive means no such curve, though single readings can be large; an effect the other way counts as inactive or inconclusive. These rows are one share of the data (hit frequency here may not be typical).

Compound	PGK inhibitor	PI4K2A inh	rTrxR1 inhibitor	Pin1 inh	IDH1 R132H inh	USP1-UAF1 inh	TrxR1 substrate	HP1b chromo inh	GLS inh
COc1cccc(N2C(=O)CSC23C(=O)N(CC(=O)Nc2cccc(Cl)c2)c2ccccc23)c1 (centres undefined)	6.0%	-5.5	21.3%	54.9%[activator]	-9.1%	-33.5%	-0.9%	13.1%	-2.4%
CCC(C)NC(=O)c1ccc2c(c1)N(Cc1ccccc1F)C(=O)c1ccccc1S2=O (centres undefined)	-4.2%	-4.6	34.2%	6.0%	5.8%	-28.6%	3.6%	33.5%	0.6%
CC(=O)c1ccc(NCC(=O)N2CCN(S(=O)(=O)c3ccccc3)CC2)cc1	-1.2%	-5.0	-5.8%	-3.2%	-5.7%	-15.5%	-8.0%	33.6%	0.2%
O=C(CCS(=O)(=O)c1ccccc1)Nc1ccc(N2CCOCC2)cc1	-5.3%	1.7	7.9%	2.8%	0.1%	-5.4%	-2.8%	7.2%	0.0%
NS(=O)(=O)c1ccc(CCNC(=O)COC(=O)Cc2c(F)cccc2Cl)cc1	-7.6%	5.1	-1.3%	1.1%	7.9%	-18.8%	-0.5%	39.2%[activator]	0.0%
CC(C)NC(=O)COc1ccc(S(=O)(=O)N2CCCC2)cc1	0.0%	-0.2	10.1%	-1.7%	4.1%	?	-9.2%[57.1 µM]	39.6%[activator]	2.8%
Cc1ccc(C(NC(=O)/C=C\c2ccc3c(c2)OCO3)C(=O)Nc2ccc3c(c2)OCO3)cc1 (centres undefined)	i	0.6	26.2%[57.1 µM]	-2.7%	3.4%	-10.8%	13.4%[57.1 µM]	0.0%	-11.5%
Cc1cccc(NC(=O)c2ccc3snnc3c2)c1	-4.3%	-1.7	17.7%	-3.5%	6.5%	-31.5%	2.1%	35.2%	-0.2%
COC(=O)c1sc(NC(=O)c2cccc([N+](=O)[O-])c2)c(C(N)=O)c1C	i	5.4	3.3%	-3.0%	2.0%	-20.5%	-7.0%	?	-22.7%
CCc1cccc(NC(=O)C(Cc2ccccc2)n2cccc2)c1 (centres undefined)	-8.1%	-2.5	25.7%	-0.2%	-1.3%	-17.3%	5.8%	18.8%	-4.1%
O=C(NCc1ccc2c(c1)OCO2)C1CCCN(S(=O)(=O)c2cccs2)C1 (centres undefined)	i	-7.3	11.0%	3.3%	12.2%	-22.7%	4.3%	74.7%[activator]	4.2%
Cc1nc(-c2ccc(Cl)cc2)sc1C1(C)CC(c2ccc(Br)cc2)=NO1 (centres undefined)	7.7%	0.2	1.2%[57.1 µM]	8.8%	0.8%	20.8%	4.9%[57.1 µM]	57.9%[activator]	-6.1%
COC(=O)c1cc(NC(=O)CC2CCCC2)cc(C(=O)OC)c1	i	2.6	4.5%	-1.5%	7.9%	2.4%	-0.6%	13.8%	3.1%
Cc1ccc(S(=O)(=O)C(C)C(=O)NCCS(=O)(=O)c2ccc(Cl)cc2)cc1 (centres undefined)	i	-5.4	19.2%	?	-5.6%	-11.3%	-3.3%	35.2%[activator]	3.8%
C=CCOc1ccc(/C=C/C(=O)OCC(=O)NCCCc2ccccc2)cc1	2.8%	1.1	0.6%[57.1 µM]	3.1%	-7.6%	-9.9%	-0.9%[57.1 µM]	24.3%	4.5%
COC(=O)/C(=C/c1ccco1)NC(=O)c1ccco1	-7.0%	4.1	-6.9%	-2.4%	-3.4%	-17.2%	-4.6%	25.7%	0.2%
CCN(Cc1nc(-c2ccccc2)no1)C(=O)c1ccc2c(c1)OCO2	-4.2%	2.5	0.1%	-3.6%	-12.9%	-21.9%	-5.6%	5.1%	7.3%
Cc1ccccc1-c1nc(CS(=O)(=O)CC(=O)N2CCc3ccccc3C2)c(C)o1	i	2.9	7.94µM*	1.0%	21.6%	?	4.4%[57.1 µM]	62.6%[activator]	-6.8%
CN(C(=O)CSc1nc2ccc(NC(=O)COc3ccc(F)cc3)cc2s1)c1ccccc1	.	-2.6	29.3%	24.6%	.	-25.7%	4.5%	21.2%	2.2%
O=C(N/C(=C/c1cccnc1)C(=O)N1CCOCC1)c1ccccc1Br	-1.6%	-2.8	24.9%	-2.9%	11.2%	-9.2%	4.8%	7.4%	5.6%
Cn1c(=O)c2sccc2n2c(CCCC(=O)NCc3cccnc3)nnc12	2.1%	3.0	24.5%	5.9%	3.5%	-8.9%	5.2%	30.1%	-1.9%
CCC(=O)N1c2ccccc2CC1C(=O)NCc1ccccc1Cl (centres undefined)	-6.7%	6.4	9.1%[57.1 µM]	4.2%	9.9%	-29.2%	-1.9%[57.1 µM]	34.9%	-9.9%
Cc1cccc(NC(=O)c2ccc(Cn3nc(N4CCN(c5ccccc5)CC4)ccc3=O)o2)c1C	-1.0%	-9.5	1.0%[57.1 µM]	6.3%	9.5%	?	-4.2%[57.1 µM]	-11.7%	11.4%
Cc1onc(-c2c(F)cccc2Cl)c1C(=O)NC1CCCCCC1	i	0.2	16.6%	-17.3%	4.4%	-11.3%	-1.1%	31.7%	-19.7%
COc1ccc(-c2cc3ccccc3nc2N)cc1OC	.	0.8	-1.8%	0.1%	4.2%	6.4%	4.0%	45.9%[activator]	-18.2%
Cc1cccc(/C=N/NC(=O)c2cccc(Cl)c2)n1	i	-2.7	-2.2%[57.1 µM]	-5.7%	-2.4%	-22.3%	-0.4%[57.1 µM]	-0.8%	4.3%
CCOc1ccc(NC(=S)N2CCCN(Cc3cc(C)ccc3C)C2)cc1	-7.5%	-1.2	10.7%	2.2%	-6.6%	-32.3%	-3.2%	5.8%	11.0%
COc1cccc(-c2nc(CN3CCN(C(=O)c4ccco4)CC3)c(C)o2)c1OC	i	-0.8	.	.	-3.3%	-26.9%	.	.	-1.5%
Cc1ccc(-n2c(C)cc(/C=C(\C#N)C(=O)NCC3CCCO3)c2C)cc1 (centres undefined)	-1.5%	4.8	-0.2%	-0.9%	2.2%	-20.4%	-6.4%	-18.6%	2.1%
COC(=O)C1=C(C)N(CCCC(=O)O)C(=O)NC1c1ccc(-c2ccccc2)cc1 (centres undefined)	-11.9%	-3.2	4.8%	-7.8%	-6.4%	-16.1%	1.1%	33.8%	-0.6%
CCCCCc1ccc(-c2cn(CCc3c[nH]c4ccccc34)nn2)cc1	-7.4%	6.2	23.0%&21.6%	6.3%	-7.7%	-16.6%	-2.5%&-2.5%	41.8%[activator]	-7.0%
COc1cc(SC)ccc1C(=O)Nc1nc2ccccc2[nH]1	?	-74.3*	89.6%[activator]	2.1%	-0.7%	-27.4%	149.0%[activator]	33.8%	-1.3%
CCOC(=O)c1ccc2c(c1)N(CC(=O)Nc1ccc(C)cc1C)C(=O)c1ccccc1S2	i	-13.1	7.7%[57.1 µM]	40.3%[activator]	3.1%	?	-0.4%[57.1 µM]	22.5%[57 µM]	1.0%
CCc1ccccc1-n1nnc(-c2nsc(NC(=O)c3ccc(C)c(C)c3)n2)c1C	0.7%	-0.6	21.5%[57.1 µM]	30.2%[activator]	-0.5%	9.8%	1.4%[57.1 µM]	34.8%	4.6%
COc1ccc(OC)c(NC(=O)C(NS(=O)(=O)c2ccc3c(c2)CCCC(=O)N3)C(C)C)c1 (centres undefined)	-4.0%	4.0	8.0%[57.1 µM]	-1.7%	0.0%	-24.2%	-2.0%[57.1 µM]	-13.9%	-9.2%
O=C(c1ccc(NS(=O)(=O)c2ccc3[nH]c(=O)[nH]c3c2)cc1)N1CCN(c2ccccc2)CC1	-3.2%	6.3	-6.9%	1.4%	-8.0%	1.3%	-12.0%	3.9%	14.1%
O=C(Nc1cccc2ccccc12)ON=C1CCCCC1	-6.2%	3.0	116.2%[activator]	-0.7%	10.1%	?	227.7%[activator]	-10.6%	?
COc1ccc(Cc2c(O)nc(SCC(=O)N3CCCCCC3)[nH]c2=O)cc1	.	-4.1	17.7%	-4.9%	4.7%	-8.4%	10.0%	20.3%	15.7%
Cn1nc(C(=O)N2CCN(c3ccccc3)CC2)c2c1-c1ccccc1SC2	1.6%	-8.7	29.5%	14.7%	-1.0%	-0.1%	4.5%	?	-6.9%
